OX1R antag-1 = blocks the human orexin 1 receptor; O43613; OX1R-expressing cells, FRET antagonist read-out; inhibition, % at 6.6 µM; actives 1.8% (n = 330,000); AID 485270; in the data active = inhibition mostly above about 38%, no sharp cut-off; inactive = mostly below about 40%;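 also: 0% = agonist challenge alone and 100% = reference antagonist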
Target sequence (O43613 whole entry, looked up): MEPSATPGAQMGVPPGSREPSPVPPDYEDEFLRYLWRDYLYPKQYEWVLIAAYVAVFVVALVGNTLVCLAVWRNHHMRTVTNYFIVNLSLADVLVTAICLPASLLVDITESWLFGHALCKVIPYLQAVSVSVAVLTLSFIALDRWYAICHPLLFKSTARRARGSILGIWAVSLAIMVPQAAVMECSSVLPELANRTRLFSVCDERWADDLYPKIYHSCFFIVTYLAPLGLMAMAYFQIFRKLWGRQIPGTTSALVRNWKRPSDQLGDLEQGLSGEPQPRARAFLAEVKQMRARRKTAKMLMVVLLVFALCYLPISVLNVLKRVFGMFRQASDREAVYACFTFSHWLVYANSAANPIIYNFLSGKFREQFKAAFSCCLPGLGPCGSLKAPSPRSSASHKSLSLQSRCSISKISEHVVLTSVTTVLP
OX1R antag-2 = human HCRTR1 antagonism; CHO/OX1R cells, Fluo-8 calcium fluorescence, orexin A; inhibition, % at 5 µM; actives 0.43% (n = 330,000); AID 434989;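 active = inhibition above its plate's threshold, mean inhibition of all tested compounds on the plate plus 3 SD, cut at about 37% in these data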;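 also: 0% = orexin A challenge wells and 100% = SB-334867-A antagonist wells; not every result past the cut was called active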
STK33 inh = human STK33 kinase inhibition; inhibition, % at 10 µM; Q9BYT3; actives 0.073% (n = 320,000); AID 2661; purified STK33, MBP phosphorylation, ADP-Glo luminescence;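 active = inhibition at or above 25%, using the most active replicate where run in duplicate; inactive = inhibition below 25%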
Target sequence (Q9BYT3 whole entry, looked up): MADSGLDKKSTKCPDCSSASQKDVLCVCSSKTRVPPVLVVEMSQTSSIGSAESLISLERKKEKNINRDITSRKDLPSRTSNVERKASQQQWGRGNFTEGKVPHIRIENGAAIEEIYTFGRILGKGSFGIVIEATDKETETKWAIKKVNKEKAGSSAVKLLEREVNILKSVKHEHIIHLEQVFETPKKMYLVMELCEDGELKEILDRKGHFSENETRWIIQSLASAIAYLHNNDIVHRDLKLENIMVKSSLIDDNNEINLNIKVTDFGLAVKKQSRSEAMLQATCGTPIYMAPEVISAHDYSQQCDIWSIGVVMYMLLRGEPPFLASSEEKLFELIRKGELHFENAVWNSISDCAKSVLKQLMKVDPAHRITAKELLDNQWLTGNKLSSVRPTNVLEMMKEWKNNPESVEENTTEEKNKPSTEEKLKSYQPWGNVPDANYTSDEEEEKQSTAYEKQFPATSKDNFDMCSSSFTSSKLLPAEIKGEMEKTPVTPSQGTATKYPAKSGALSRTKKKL
* marks the source's active call; other numbers are inactive results.

SMILES | OX1R antag-1 | OX1R antag-2 | STK33 inh
CC(C)(C)n1nnnc1C(c1ccc2ncccc2c1)N1CCSCC1 (stereo not given) | 6 | -24 | -0.7
COc1ccc(NC(=O)N2CCN(CCC#N)CC2)cc1 | 21 | -4 | 0.2
CCOCCCNC(=S)N1CCN(Cc2ccc3c(c2)OCO3)CC1 | 14 | -16 | -2.3
CC(=C/c1ccccc1)/C=N/n1cnnc1 | 3 | -10 | 2.4
O=C(CN(C(=O)CCC(=O)Nc1nccs1)c1ccc2c(c1)OCO2)NCC1CCCO1 (stereo not given) | 10 | 8 | 0.4
Cc1ccc(N=C2SC(C(=O)O)CC(=O)N2C)cc1C (stereo not given) | 17 | -13 | -1.3
CCn1c(SCC(=O)Nc2cccc(C)n2)nnc1-c1ccco1 | 12 | -12 | -1.1
CNc1cncc(C(=O)O)c1 | 24 | -15 | -0.6
Cc1ccc(S(=O)(=O)N2CCC(C(=O)OC(C)C(=O)NCc3ccccc3)CC2)cc1C (stereo not given) | 8 | -21 | 2.2
COc1ccccc1OCC(=O)NC1CCCc2ccccc21 (stereo not given) | 28 | -9 | -0.2
COC(=O)c1ccc(CSc2nnc(NC(=O)c3cc4c(s3)CCCC4)s2)cc1 | 22 | -28 | -0.8
Cc1cc(C(=O)NCCCc2ccccc2)no1 | 17 | -16 | -0.7
O=C(CCC(=O)NNC(=O)Nc1ccc(Cl)cc1)NCc1ccccc1 | 3 | -5 | 0.0
COc1ccccc1NC(=O)NNC(=O)CCN1CCOCC1 | 21 | -1 | 0.1
O=C(NC(=S)NNC(=O)c1cc2ccccc2cc1O)c1ccco1 | 53 | -2 | -0.4
C/C=C/c1ccc(OCC(=O)OCC(=O)Nc2c(C)nn(-c3ccccc3)c2C)c(OC)c1 | 18 | -19 | 0.3
O=C(NC12CC3CC(CC(C3)C1)C2)N1CCC(O)CC1 | 11 | -24 | -1.8
Cc1ccc(Cn2ncc(C)c2N)o1 | 2 | -16 | 1.0
CCCc1cc(=O)[nH]c(SCc2csc(-c3ccccc3)n2)n1 | 24 | -16 | -1.7
COc1ccc(OC)c(C2C(C(=O)c3cc4ccccc4o3)=C(O)C(=O)N2c2cc(C)on2)c1 (stereo not given) | 34 | -14 | -3.9
COc1cc(C(=O)COC(=O)CNC(=O)C2CCCCC2)cc(OC)c1OC | 8 | -18 | -1.1
CC(C)N(CCNCC(O)COc1ccc(C(C)(C)c2ccccc2)cc1)C(C)C (stereo not given) | 0 | 4 | -0.8
COc1ccccc1N1CCN(C(=O)C(C)CS(=O)(=O)c2ccc3c(c2)NC(=O)CS3)CC1 (stereo not given) | 2 | -37 | 0.5
O=C(NNC(=O)c1ccccc1O)c1ccc(NS(=O)(=O)c2ccc(F)cc2)cc1 | 11 | -44 | 1.3
O=c1c(Cl)c(N2CCC3(CC2)OCCO3)cnn1C12CC3CC(CC(C3)C1)C2 | 14 | -9 | 0.1

Entries listed so far that contain two or more sulfur atoms (3):
SMILES | OX1R antag-1 | OX1R antag-2 | STK33 inh
COC(=O)c1ccc(CSc2nnc(NC(=O)c3cc4c(s3)CCCC4)s2)cc1 | 22 | -28 | -0.8
CCCc1cc(=O)[nH]c(SCc2csc(-c3ccccc3)n2)n1 | 24 | -16 | -1.7
COc1ccccc1N1CCN(C(=O)C(C)CS(=O)(=O)c2ccc3c(c2)NC(=O)CS3)CC1 (stereo not given) | 2 | -37 | 0.5

Carrying on:
SMILES | OX1R antag-1 | OX1R antag-2 | STK33 inh
COc1ccc(NC(=O)CSc2nc(SC)ns2)c(OC)c1 | 27 | -16 | -1.2
CC[C@]12c3[nH]c4ccccc4c3CCN1C(=O)C(CC(=O)NCCCN(C)C)C[C@@H]2C(=O)N1CCN(C(=O)C2CC2)CC1 (stereo not given in full) | 3 | 3 | 0.1
CCCCCC(O)(c1ccc(OC)cc1)C(CN1CCOCC1)c1ccccc1 (stereo not given) | -5 | -29 | 0.8
O=C(Nc1ccc(-n2cnnn2)cc1)c1cn2ccccc2n1 | -2 | 5 | 0.4
CCOC(=O)CCn1nnc(N)n1 | 4 | -6 | -1.8
N#CCC(=O)Nc1ccc(C(=O)OCC(=O)C23CC4CC(CC(C4)C2)C3)cc1 | 12 | -6 | -0.6
COc1ccc([N+](=O)[O-])cc1C(=O)Nc1ccc(Cc2ccncc2)cc1 | 42 | -12 | -3.0
O=C(/C=C/c1ccc(F)cc1)NNC(=O)CCN1CCN(Cc2ccccc2)CC1 | 0 | -68 | 1.5
S=C1CSc2ccccc2N1 | 10 | -8 | 0.4
CCOC(=O)c1cn(CC(=O)Nc2ccc(C)cc2)nn1 | 6 | -8 | -1.8
CC(=O)c1c(C)[nH]c(C(=O)O)c1C | 9 | -7 | -1.5
O=C(COc1cccc(-n2cnnn2)c1)Nc1ccccc1 | 9 | -11 | 1.1
O=c1c2ccccc2sn1-c1ccccc1 | 46 | 20 | -0.8
CC1(C)Cc2cccc(OCC(=O)NCc3ccccc3F)c2O1 | 9 | -32 | 0.7
CCN(CC)CCCNc1nc2cc(OC)c(OC)cc2c2nc(-c3cccnc3)nn12 | 20 | -6 | 0.4
O=C(O)c1cc(-c2c[nH]c3ccccc23)nc2cc3ccccc3cc12 | 4 | -1 | -2.8
O=C(Nc1cccc(S(=O)(=O)N2CCOCC2)c1)c1ccccc1[N+](=O)[O-] | 9 | -7 | 0.0
CCOC(=O)Cc1csc(NC(=O)c2c(-c3c(Cl)cccc3Cl)noc2C)n1 | 30 | -18 | 0.1
O=C(N/N=C\c1ccc(COc2ccc([N+](=O)[O-])cc2)o1)c1ccc(Cl)cc1 | 21 | -2 | -0.8
Nc1cc(-c2ccccc2)nn1Cc1ccccc1 | 16 | -32 | -0.1
CN(C)S(=O)(=O)c1ccc(C(=O)NCc2nnc(SCC(=O)N3CCCC3)o2)cc1 | 19 | -6 | -1.2
Cc1cc(N2CCC(C)CC2)nc(-n2nc(C)cc2C)n1 | 10 | -32 | 1.1
CCN(CC)C(=O)c1nc[nH]c1C(=O)N1CCC(C)CC1 | 0 | -14 | 0.8
CCCCC(=O)Nc1cccc(C(C)O)c1 (stereo not given) | 1 | -19 | 0.1
Nc1nncn1C(=O)CCc1ccccc1 | 7 | -3 | -3.6

5 compounds drawn at random from the list so far, as already listed:
SMILES | OX1R antag-1 | OX1R antag-2 | STK33 inh
O=C(N/N=C\c1ccc(COc2ccc([N+](=O)[O-])cc2)o1)c1ccc(Cl)cc1 | 21 | -2 | -0.8
CCN(CC)CCCNc1nc2cc(OC)c(OC)cc2c2nc(-c3cccnc3)nn12 | 20 | -6 | 0.4
CCOC(=O)CCn1nnc(N)n1 | 4 | -6 | -1.8
O=c1c2ccccc2sn1-c1ccccc1 | 46 | 20 | -0.8
CCOC(=O)Cc1csc(NC(=O)c2c(-c3c(Cl)cccc3Cl)noc2C)n1 | 30 | -18 | 0.1

(further entries)
SMILES | OX1R antag-1 | OX1R antag-2 | STK33 inh
CC1(C)CC2CC(C)(CN2S(=O)(=O)c2cccc(N)c2)C1 (stereo not given) | 2 | -38 | -1.0
CCCCC(c1nnnn1C1CCCC1)N1CCN(C(=O)c2ccco2)CC1 (stereo not given) | 17 | -12 | -1.0
Cc1sc2ccccc2[n+]1CC(=O)O | 7 | -8 | 0.3
CN(Cc1ccccc1)CC(O)COc1ccc(CNCc2cc3ccccc3s2)cc1 (stereo not given) | 9 | -5 | 0.0
O=C(Nc1ccc(NC(=O)c2ccccc2F)cn1)c1ccco1 | 10 | -1 | -0.6
O=C(CNC(=O)c1ccccc1)Nc1cccc(C(F)(F)F)c1 | 10 | -11 | -1.0
COc1cc(S(=O)(=O)N2CCN(c3ccccc3)CC2)ccc1F | -1 | -11 | -1.6
C[C@@H](C(=O)NCc1ccccc1)N1C(=O)C2CC=CCC2C1=O (stereo not given in full) | 28 | -1 | -0.2
CCN1CCCC1CNC(=O)CN1C(=O)COc2ccc(C)cc21 (stereo not given) | 16 | -12 | -2.4
CC(C)C(C(=O)NCC1CCCO1)N(Cc1cccs1)C(=O)CNS(=O)(=O)c1ccccc1 (stereo not given) | 20 | -31 | 0.0
CC1CN(c2nc(Nc3ccccc3)nc(N)c2[N+](=O)[O-])CC(C)O1 (stereo not given) | 18 | -36 | 3.8
COc1ccc(/C=C/C(=O)NCc2cnn(C)c2C)cc1COc1ccc(Br)cc1 | 21 | -31 | -1.9
CCOC(=O)c1cnc(SCc2cccc3ccccc23)nc1N | 19 | -14 | -1.0
CN(C(=O)c1ccc(NC(=O)Cc2cccc(NC(=O)C3CCN(C(=O)CCc4ccccc4)CC3)c2)cc1)C1CCCC1 | -1 | -12 | -1.2
CCc1ccc(CCC(=O)Nc2ccc(S(N)(=O)=O)cc2)o1 | 15 | -4 | -0.3
Cc1ccc(-c2nnn(CC(=O)N(Cc3cccs3)C(C(=O)NC3CCCC3)c3ccco3)n2)o1 (stereo not given) | 20 | -19 | -2.5
Cc1ccc(S(=O)(=O)Oc2ccc(C3C4=C(CCCC4=O)OC4=C3C(=O)CCC4)cc2)cc1 | 9 | -18 | 0.8
COC(=O)c1c(C(=O)OC)c(-c2ccc(C)cc2)n2c1CS(=O)C2 (stereo not given) | 15 | -6 | 0.3
Cc1ccc(-c2nn3nnnc3c3ccccc23)cc1C | 11 | -18 | -1.2
Clc1ccc(CN2CCN(/N=C/c3cccnc3)CC2)cc1 | 7 | -18 | -1.1
COC(=O)c1sccc1NC(=O)c1ccc(C)cc1 | 23 | -32 | -2.0
O=C(Nc1ccncc1)Nc1ccc(F)cc1F | 10 | -1 | 0.3
CCC(C)NC(=O)c1n[nH]c(=O)c2ccccc12 (stereo not given) | 21 | -6 | -2.5
Cc1cccc(NC(=O)NCC(c2cccnc2)N2CCOCC2)c1 (stereo not given) | 24 | -9 | 0.4
Cc1sc2ncnc(N3CCN(S(=O)(=O)c4ccc(C(C)(C)C)cc4)CC3)c2c1C | 11 | 37 | -1.4

Another view of part of the listing above:
structure	OX1R antag-1	OX1R antag-2	STK33 inh
COC(=O)c1c(C(=O)OC)c(-c2ccc(C)cc2)n2c1CS(=O)C2 (stereo not given)	15	-6	0.3
COc1ccc(/C=C/C(=O)NCc2cnn(C)c2C)cc1COc1ccc(Br)cc1	21	-31	-1.9
CCc1ccc(CCC(=O)Nc2ccc(S(N)(=O)=O)cc2)o1	15	-4	-0.3
Cc1ccc(-c2nnn(CC(=O)N(Cc3cccs3)C(C(=O)NC3CCCC3)c3ccco3)n2)o1 (stereo not given)	20	-19	-2.5
C[C@@H](C(=O)NCc1ccccc1)N1C(=O)C2CC=CCC2C1=O (stereo not given in full)	28	-1	-0.2

Following part
SMILES | OX1R antag-1 | OX1R antag-2 | STK33 inh
O=C(Nn1c(=S)[nH]c2ccccc2c1=O)c1ccncc1 | 22 | 3 | -1.8
COCC(C)n1c(C)cc(C(=O)COC(=O)CN=C2NS(=O)(=O)c3ccccc32)c1C (stereo not given) | 6 | -27 | -0.3
CCOCCCn1c(=S)[nH]c2cc(C(=O)N3CCOCC3)ccc2c1=O | 4 | -17 | -1.2
O=C(NCc1cccs1)C1CC(=O)N(C2CCCC2)C1 (stereo not given) | 8 | -11 | -0.4
CCN(CC)C(=O)CSc1nsc(SCC(=O)N(CC)CC)c1C#N | 28 | -31 | -0.1
O=c1c2[nH]c3cccc(Cl)c3c2ncn1Cc1ccncc1 | 17 | -22 | -2.7
Cc1nc(N2CCN(C)CC2)[nH]c(=O)c1Cc1cccc2ccccc12 | 15 | -25 | -1.1
CCC(=O)c1ccc(N2CCN(C(=O)c3cccc(F)c3)CC2)c(F)c1 | 35 | -9 | -1.0
COc1ccc(CCNC(=O)c2cc(S(=O)(=O)N(C)C)ccc2N2CCCC2)cc1 | 6 | -22 | -0.1
CC1CCCCC1NC(=O)COc1ccc(-n2cnnn2)cc1 (stereo not given) | 9 | -15 | 1.0
O=[N+]([O-])c1cncc([N+](=O)[O-])c1Nc1cccc(O)c1 | 56* | 4 | -0.3
Cc1nn(CCCC(=O)NC2CCC(C)CC2)c(=O)c2nn(-c3ccccc3)c(C)c12 (stereo not given) | 12 | -18 | -0.1
O=C(c1cc(=O)[nH]c2ccccc12)N1CCN(c2ccccc2)CC1 | 9 | -22 | -0.9
COc1ccc(-c2oc3ccc(-c4ccc(OC)nc4)cc3c2C#CC2(O)CCCCC2)cc1 | 28 | -38 | 0.5

Some of these compounds in order of the OX1R antag-1 value, low to high.
Structure,OX1R antag-1
CCOCCCn1c(=S)[nH]c2cc(C(=O)N3CCOCC3)ccc2c1=O,4
COCC(C)n1c(C)cc(C(=O)COC(=O)CN=C2NS(=O)(=O)c3ccccc32)c1C (stereo not given),6
O=C(NCc1cccs1)C1CC(=O)N(C2CCCC2)C1 (stereo not given),8
O=C(c1cc(=O)[nH]c2ccccc12)N1CCN(c2ccccc2)CC1,9
Cc1nc(N2CCN(C)CC2)[nH]c(=O)c1Cc1cccc2ccccc12,15
CCN(CC)C(=O)CSc1nsc(SCC(=O)N(CC)CC)c1C#N,28

Bioassay records: PubChem, several laboratories
